Screens as filed in PubChem.
TEAD-YAP block – TEAD-YAP interaction inhibition; HEK-TIYL cells, TEAD-Gal4/YAP UAS-luciferase luminescence; inhibition, % at 9.12 µM; 1.4% of 640,000 active; AID 1259422; in the data active = inhibition above about 32%;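 note: 0% = median of test compound wells and 100% = reference inhibitor wells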
MITF inh – human MITF inhibition, primary screen; O75030; AlphaScreen MITF homodimerization, bead proximity signal; inhibition, % at 2.6 µM; 0.91% of 650,000 active; in the data active = inhibition above about 50%;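 note: 0% = vehicle wells with protein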
GPR151 ag – human GPR151 activation. Q8TDV0. PathHunter beta-arrestin GPR151 cells, luminescence. activation, % at 11.2 µM. 1% of 650,000 active; in the data active = activation above about 4.9%;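 note: 0% = median of compound wells and 100% = cells with positive control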
FBW7 act – human FBW7 E3 ligase activation, primary screen; AlphaScreen FBW7–phospho-cyclin E peptide binding, activator screen; 0.13% of 650,000 active; Q969H0; normalized activity (activation), % at 26.1 µM; AID 1259310; in the data active = normalized activity above about 1.9%;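 note: purified mutant Fbw7 with reduced substrate affinity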
Target sequence (Q969H0 whole entry, looked up): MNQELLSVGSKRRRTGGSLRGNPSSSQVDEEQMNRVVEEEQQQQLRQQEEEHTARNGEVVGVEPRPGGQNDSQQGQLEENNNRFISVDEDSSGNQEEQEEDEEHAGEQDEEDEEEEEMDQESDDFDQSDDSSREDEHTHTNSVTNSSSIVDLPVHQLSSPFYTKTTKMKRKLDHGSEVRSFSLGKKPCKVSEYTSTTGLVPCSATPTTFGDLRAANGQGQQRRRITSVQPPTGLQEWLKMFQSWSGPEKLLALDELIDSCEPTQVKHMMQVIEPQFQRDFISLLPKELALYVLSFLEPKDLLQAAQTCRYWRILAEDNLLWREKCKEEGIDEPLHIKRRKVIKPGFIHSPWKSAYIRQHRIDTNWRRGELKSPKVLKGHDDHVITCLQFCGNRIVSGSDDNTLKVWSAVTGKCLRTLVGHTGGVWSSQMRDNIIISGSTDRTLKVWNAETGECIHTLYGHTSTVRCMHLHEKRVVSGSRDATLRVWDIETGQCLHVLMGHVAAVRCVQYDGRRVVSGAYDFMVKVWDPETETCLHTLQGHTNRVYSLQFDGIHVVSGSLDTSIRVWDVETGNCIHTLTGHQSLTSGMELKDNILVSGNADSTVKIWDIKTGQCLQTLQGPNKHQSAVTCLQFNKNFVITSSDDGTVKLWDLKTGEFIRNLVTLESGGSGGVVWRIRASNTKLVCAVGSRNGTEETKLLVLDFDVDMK
Active calls of the source: *; x = no result given; & = joins results of further samples; ! = not active in a repeat.

SMILES	TEAD-YAP block	MITF inh	GPR151 ag	FBW7 act
COc1ccc(OC)c(N2C(=N)/C(=C(/O)c3ccccc3)C(c3cc(OC)c(OC)c(OC)c3)C3=C2CC(C)(C)CC3=O)c1 (stereo not drawn)	-6	24	-0.2	0.6
CC(O)CN1C(=O)C(=O)/C(=C(\O)c2ccccc2)C1c1ccc(C(C)C)cc1 (stereo not drawn)	8	8	1.4	0.5
CC(C)(C)C(O)C(Cc1ccccc1Cl)n1cncn1 (stereo not drawn)	-2	-4	-1.7	1.2
O=C(CN1C(=O)C2CC/C(=N/O)CC2C1=O)N1CCCCC1 (stereo not drawn)	-4	-8	-0.3	0.9
Cc1cc2cc(CNC(=O)c3ccc(Cl)c([N+](=O)[O-])c3)ccc2[nH]1	-4	-4	-1.1	0.0
CCCc1[nH]nc2c1C(c1cc3c(cc1[N+](=O)[O-])OCO3)C(C#N)=C(N)O2 (stereo not drawn)	9	19	0.2	-0.3
Cc1ccc(C(=O)COC(=O)CN2C(=O)c3ccc([N+](=O)[O-])cc3C2=O)cc1C	-3	14	-1.7	0.1
C=CCOc1ccccc1CN1CCC(C(=O)OCC)CC1	-5	23	0.2	-0.1
CCCOc1ccc(C(CC(=O)O)NC(=O)c2cccc([N+](=O)[O-])c2C)cc1 (stereo not drawn)	-6	-5	0.4	0.0
CC(=O)N1C(C(N)=O)C1C1OC(C)(C)OC1C1COC(C)(C)O1 (stereo not drawn)	6	4	0.5	0.0
COC(=N)c1nc(C#N)c(OC)nc1N	-2	-7	0.0	0.0
C[C@@H]1NC(=O)[C@@H]2C[C@H](NC(=O)c3ccc(Cl)c(Cl)c3)CN2C1=O	-1	8	-1.7	0.0
CCc1n[nH]c(=S)n1/N=C/c1ccc(F)cc1	-9	4	-0.5	0.2
Cc1ccc(NS(=O)(=O)c2cnc[nH]2)c(C)c1	-18	-3	1.1	-0.7
COc1ccc(C2CC(=O)NC3=C2C(=O)CC(C)(C)C3)cc1Cl (stereo not drawn)	0	-9	-0.7	-0.1
C=CCOc1ccc(/C=C2\C(=O)N(Cc3ccccc3)C(C)=C2C(=O)OC)cc1OC	2	-2	0.1	-0.1
C=CC[C@@H]1/C=C(\C)C[C@H](C)C[C@H](OC)[C@H]2O[C@@](O)(C(=O)C(=O)N3CCCC[C@H]3C(=O)O[C@H](/C(C)=C/[C@@H]3CC[C@@H](O)[C@H](OC)C3)[C@H](C)[C@@H](O)CC1=O)[C@H](C)C[C@@H]2OC	9&6	111*!	-0.3&1.8&-1.6	-0.2&-0.4
Cc1ccc(NC(=O)Nc2cccc(Cl)c2)nc1	-48	8	-0.2	0.1
CN(CC1Cc2ccccc2O1)C(=O)CCc1nnc(Cc2ccc3c(c2)OCO3)o1 (stereo not drawn)	5	9	0.4	-0.1
O=C(CC1CCCC1)NCC1Cc2cc(-c3cncnc3)cc(Cl)c2O1 (stereo not drawn)	14	16	-0.4	0.6
Cn1cc(CNc2nncc(-c3ccc4ccccc4c3)n2)cn1	34*	9	-1.1	0.1
CCOP(=O)(OCC)C(NC(=O)c1ccc(OC)cc1)c1ccccc1 (stereo not drawn)	-3	9	0.2	-0.1
Cc1ccccc1C(=O)Nc1ccc(Nc2ccc(-n3nc(C)c(C)c3C)nn2)cc1	-5	0	1.6	0.2
O=C(CN(c1ccc(Cl)cc1Cl)S(=O)(=O)c1ccccc1)NCCSc1ccc(Cl)cc1	12	11	-0.1	0.0
CCC(OC(C)=O)c1ccc(OCc2ccc(C(=O)OC)cc2)c(OC)c1 (stereo not drawn)	0	-23	0.5	0.4
Cc1ccccc1OCC(=O)Nc1sc2c(c1C#N)CCCC2	-4	-1	3.6	-0.2
CCOCCn1c(=O)c2c(nc3n(-c4cc(Cl)ccc4C)c(C)cn23)n(C)c1=O	-3	17	-0.2	0.3
O=C(NCCCN1CCOCC1)c1ccc(Cl)s1	-4	10	0.6	0.1
CS(=O)(=O)N1CCN(CC2=NS(=O)(=O)c3cc(Cl)ccc3N2)CC1	-10	8	-0.9	0.3
CCN(CC)c1ccc(/C=N\Nc2ccc([N+](=O)[O-])cn2)c(OC)c1	3	7	0.5	0.0
CC(=O)Nc1ccc(S(=O)(=O)NCCSc2nnc3c(n2)[nH]c2ccccc23)cc1	-7	10	0.9	0.2
Cc1ccc(-c2cc(C(=O)N3CCCC(CCC(=O)NCc4ccccc4F)C3)n[nH]2)o1 (stereo not drawn)	-13	1	1.9	0.5
CC(=O)c1ccc(NC(=O)CCCN2C(=O)/C(=C\c3cccs3)SC2=S)cc1	9	3	1.3	0.0
CC(CCN1CCc2nnc(CNC(=O)c3ccccc3)n2CC1)c1ccccc1 (stereo not drawn)	2	-8	0.4	0.0
Cc1cccc(-c2cc(C(=O)Nc3nc(-c4ccccc4)c(C)s3)c3ccccc3n2)c1	6	-1	0.2	0.4
COc1ccccc1NC(=O)CSc1nc(C)cc(C)n1	-16	9	0.4	0.1
Cc1ccc(NC(=O)N(Cc2cc3cc(C)ccc3[nH]c2=O)CC2COCCO2)cc1 (stereo not drawn)	6	18	-1.1	0.2
CC1CCN(C(=O)CC2C(=O)NCCN2Cc2ccc(Cl)c(F)c2)CC1 (stereo not drawn)	-4	-13	1.8	-0.2
COc1ccc(C2=NN(c3nc(-c4ccc(C)cc4)c4ccccc4n3)C(c3ccccc3)C2)cc1 (stereo not drawn)	-4	6	0.0	0.3
Cc1nc(N2CCOCC2)nc(Nc2cc(Cl)cc(Cl)c2)c1[N+](=O)[O-]	-4	-6	2.6	-0.1
O=C1OC(c2cccc([N+](=O)[O-])c2)=N/C1=C\c1cc(Br)cs1	5	4	2.0	0.1
C=CC[C@@H]1C=C[C@@H](Oc2ccc(OC)cc2)[C@@H](CO)O1	x	17	2.3	0.3
O=C(CBr)c1ccc2c(c1)OCCO2	3	17	-1.7	-0.1
O=C(CSc1nnc2ncccn12)NC1CCCC1	8	5	-0.1	0.3
Cc1c(C)n2c3c(=O)n(C)c(=O)n(C)c3nc2n1Cc1ccccc1Cl	3	3	0.2	-0.1
CN(C)CCNC(=O)C(=O)NCC(c1cccnc1)N1CCN(c2ccccc2)CC1 (stereo not drawn)	4	7	0.8	-0.2
CN(Cc1ccccc1)Cc1c(F)cccc1F	-1	49	-0.3	-0.1
CC1CCc2nc(N)c(C#N)c(-c3cccnc3)c2C1 (stereo not drawn)	50*	19	-0.1	1.9*
CCc1nnc(NC(=O)c2cccc(S(=O)(=O)N3CCCCC3)c2)s1	-1	5	0.2	0.1
Cc1ccc(N(CC(=O)N(C)C)S(C)(=O)=O)cc1C	-7	-12	-0.6	0.0
COC(=O)C1=C(C)Nc2nnnn2C1c1ccncc1 (stereo not drawn)	-7	2	-0.6	-0.1
COc1ccc(CN2CCN(Cc3cccn3-c3ncccn3)CC2CCO)c(F)c1 (stereo not drawn)	-1	1	-1.0	-0.2
O=C(NC12CC3CC(CC(C3)C1)C2)c1c(O)c2cccc3c2n(c1=O)CC3	2	6	1.0	0.1
Cc1ncc(CN2CCN(Cc3cccs3)C(CCO)C2)s1 (stereo not drawn)	-3	-3	0.5	-0.1
CC(C)N(CCNc1nc(Nc2ccc(C(F)(F)F)cc2)nc2c1ncn2CCN1CCCC1=O)C(C)C	-5	1	-0.3	-0.1
CCCOc1ccc(/C=N/NC(=O)OCC)c(O)c1	-10	-9	0.4	0.0
O=C(Cc1ccc(Cl)cc1)N1CCN(c2ccc([N+](=O)[O-])cc2)CC1	13	14	0.5	0.5
Cc1c(OC(=O)c2ccc(F)cc2)cccc1OC(=O)c1ccc(F)cc1	0	11	0.2	-0.1
CSc1cccc(CN[C@H]2C[C@H]3C(=O)N[C@@H]([C@@H](C)O)C(=O)N3C2)c1	-9	4	-0.9	0.7
COc1ccc(-n2nnnc2SCC(=O)N2c3ccccc3CC2C)cc1OC (stereo not drawn)	-4	-3	-0.7	0.1

Three entries from above, with values under each structure.
Results follow in this order: TEAD-YAP block | MITF inh | GPR151 ag | FBW7 act
CN(C)CCNC(=O)C(=O)NCC(c1cccnc1)N1CCN(c2ccccc2)CC1 (stereo not drawn)
 : 4 | 7 | 0.8 | -0.2
CCc1nnc(NC(=O)c2cccc(S(=O)(=O)N3CCCCC3)c2)s1
 : -1 | 5 | 0.2 | 0.1
COC(=N)c1nc(C#N)c(OC)nc1N
 : -2 | -7 | 0.0 | 0.0

Among those listed so far, 4 contain a cyano group.
SMILES	TEAD-YAP block	MITF inh	GPR151 ag	FBW7 act
CCCc1[nH]nc2c1C(c1cc3c(cc1[N+](=O)[O-])OCO3)C(C#N)=C(N)O2 (stereo not drawn)	9	19	0.2	-0.3
COC(=N)c1nc(C#N)c(OC)nc1N	-2	-7	0.0	0.0
Cc1ccccc1OCC(=O)Nc1sc2c(c1C#N)CCCC2	-4	-1	3.6	-0.2
CC1CCc2nc(N)c(C#N)c(-c3cccnc3)c2C1 (stereo not drawn)	50*	19	-0.1	1.9*

New compounds follow:
SMILES	TEAD-YAP block	MITF inh	GPR151 ag	FBW7 act
COC(=O)c1ccc(NC(=O)CNC(=O)C2CCCCC2)cc1	-3	-13	-1.2	-0.2
COCCOC(=O)C1=C(C)NC2=C(C(=O)CC(c3ccccc3)C2)C1c1ccc(O)c(OC)c1 (stereo not drawn)	0	5	1.4	0.2
CCOc1cccc(C2CC(c3cccc(Br)c3)=NC(c3ccccc3Cl)N2)c1O (stereo not drawn)	-5	-10	0.0	-0.1
O=C1CC(N2CCC(Cc3ccccc3)CC2)C(=O)N1Cc1ccc(Cl)cc1 (stereo not drawn)	1	-4	0.2	0.4
Clc1ccccc1CN1CCc2nnc(-c3ccccc3)n2CC1	12	-4	-0.8	-0.1
O=C(Nc1ccc(N2CCOCC2)cc1)c1cccc(-n2cc(-c3nc4ccccc4[nH]3)cn2)c1	-7	1	-0.5	-0.2
CCc1ccc(N(CC(=O)NC2CCCCC2)S(=O)(=O)c2c(C)noc2C)cc1	5	10	-1.7	0.1
Nc1c(C(=O)OCc2ccccc2)sc2nc(-c3ccccc3)cc(-c3ccco3)c12	5	0	2.1	-0.2
COc1ccc(-c2noc(CC(=O)N(C)c3ccc(Br)cc3)n2)cc1	-12	-4	2.1	-0.1
COc1cccc(C(=O)NCC2CCCN2S(=O)(=O)c2ccccc2)c1 (stereo not drawn)	-10	-7	-3.3	0.1
CCCC(=O)n1nc(-c2ccccc2)nc1NCc1ccco1	-35	-13	-0.7	-0.1
CC1=C(C(=O)N2CCOCC2)C(c2c(F)cccc2F)NC(=O)N1 (stereo not drawn)	0	4	1.3	0.3
O=Cc1ccccc1Oc1nc(N2CCOCC2)nc(N2CCOCC2)n1	-4	14	-0.2	0.8
CCOCCn1c(=O)c2c(nc3n(-c4ccc(C(=O)OCC)cc4)c(C)cn23)n(C)c1=O	5	1	1.0	0.2
Cc1ccc(C)n1-c1ccc(C(=O)NN2Cc3ccccc3C2=N)cc1	6	3	-0.2	-0.2
CCC(=O)c1ccc(OCC(O)CNC2CCCC2)cc1 (stereo not drawn)	5	0	-0.3	0.2
O=c1c(O)c(-c2ccc(O)c(O)c2)oc2c(O[C@@H]3O[C@H](CO)[C@H](O)[C@@H](O)[C@H]3O)c(O)cc(O)c12	1	38	-0.2	-0.1
CCCCN=CC1=C(O)CC(c2ccccc2)CC1=O (stereo not drawn)	-6&-4	6&-3	-1.7&-0.4	-0.1&0.1
CCCCc1ccc(C(=O)Nc2nnc(SCC)s2)cc1	-10	3	0.4	-0.2
CCN1C(=O)NC(c2cccc([N+](=O)[O-])c2)C(C(=O)c2cccs2)C1(O)C(F)(F)F (stereo not drawn)	3	-12	-1.3	-0.3
CCOc1cc(/C=N/NC(=O)CSc2ccc(Cl)cc2)ccc1O	8	-6	0.7	0.0
CN1CCC(=NN=C(c2ccccc2)c2ccccc2)CC1	-20	20	-0.5	0.3
C=CCn1c(C)cc(C(=O)COc2ccc(-n3cnnn3)cc2)c1C	-8	-3	-1.5	-0.1
COC(=O)c1sc(NC(C)=O)c(C(=O)OC)c1C	2	10	0.1	0.0
N[n+]1cnn(CC(=O)c2ccc(Br)cc2Br)c1	2	4	-0.2	0.8
COc1ccc(OC)c2c1sc(=NC(=O)C(C)(C)C)n2C	2	5	-1.6	0.1
